Screening results as filed in PubChem.
PI4K2A block: qHTS for small molecular inhibitors of PI4K2A. Phosphatidylinositol 4-kinase type 2-alpha (Homo sapiens), Q9BTU6. purified PI4K2A, ADP-Glo luminescence, 1 h; stronger effect = lower value. activity change, negative = inhibition, % at 76.9 µM. actives 0.13% (n = 420,000). AID 1346378, 2018; in the data active = activity change below about -50%; inconclusive = mostly about -30% to -49%;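 also: -100% = wells without enzyme as full effect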
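PI4K2A activity was measured by ADP-Glo luminescence: enzyme (4 ug/mL stock) and phosphatidylinositol (1.2 mM stock) in Tris pH 7.5/MgCl2/EGTA/Triton X-100 buffer were reacted with ATP (300 microM stock) for one hour at ambient temperature.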
D2 antagonist: HTS Assay for Allosteric Antagonists of the Human D2 Dopamine Receptor: Primary Screen for Antagonists; inhibition, % at 10 µM; HEK293 TREx D2 cells, calcium flux, dopamine EC80; actives 2% (n = 340,000); D(2) dopamine receptor (Homo sapiens), P14416; in the data active = inhibition above about 30%; also: 0% is about no effect
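In this primary screen, negative modulation is detected by tracking calcium flux after an EC80 dopamine challenge in inducible HEK293 T-REx D2 cells preexposed to test compound for 180 s.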
TrxR1 inh: qHTS Assay for Inhibitors of Mammalian Selenoprotein Thioredoxin Reductase 1 (TrxR1): qHTS; Thioredoxin reductase 1, cytoplasmic (Rattus norvegicus), O89049; recombinant rTrxR1, NADPH fluorescence consumption, selenite substrate; Potency, µM (doses to about 114 µM), for the others: top-dose activity change, negative = inhibition, most hits filed as inhibitors; actives 1% (n = 390,000); AID 588453, 2011; also: potency is read from the fitted curve at half-maximal effect; % is scaled to controls: 0 for no effect and ±100 for the full control effect; nearly all actives have a fitted effect of over 65% in size
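Rat TrxR1 (90 nM in the dispensed reagent) was pre-reduced with 400 uM NADPH for 5 min at room temperature, then incubated with compound for 15 min. After 400 uM selenite was added, NADPH fluorescence (Ex 340/Em 450 nm) was followed for 8 min.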
D2 ag: HTS Assay for Allosteric Agonists of the Human D2 Dopamine Receptor: Primary Screen for Agonists. D(2) dopamine receptor (Homo sapiens), P14416. HEK293 T-REx D2 cells, calcium flux agonist mode. activation, % at 2 µM. actives 0.53% (n = 340,000);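 active = activation over 3 SD above normal in the single-dose calcium agonist read, cut at about 30% in these data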; also: 0% is about no effect
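Agonism scored from kinetic calcium signal (1 read/sec, 180 s) following compound pin transfer, after a 10 s baseline. Cells: HEK293 Trex line expressing inducible D2 receptor coupled to calcium, dye-loaded after overnight culture at 30 C.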
TRHR ag: qHTS for Small Molecule Agonists and Allosteric Enhancers of Human TRH Receptor: Primary Screen for Agonists; actives 0.18% (n = 360,000); TRHR cells, calcium flux fluo-8, FDSS agonist mode; activation, % at 2 µM; in the data active = activation above about 30%; also: 0% is about no effect
Target sequence (P34981 whole entry, looked up): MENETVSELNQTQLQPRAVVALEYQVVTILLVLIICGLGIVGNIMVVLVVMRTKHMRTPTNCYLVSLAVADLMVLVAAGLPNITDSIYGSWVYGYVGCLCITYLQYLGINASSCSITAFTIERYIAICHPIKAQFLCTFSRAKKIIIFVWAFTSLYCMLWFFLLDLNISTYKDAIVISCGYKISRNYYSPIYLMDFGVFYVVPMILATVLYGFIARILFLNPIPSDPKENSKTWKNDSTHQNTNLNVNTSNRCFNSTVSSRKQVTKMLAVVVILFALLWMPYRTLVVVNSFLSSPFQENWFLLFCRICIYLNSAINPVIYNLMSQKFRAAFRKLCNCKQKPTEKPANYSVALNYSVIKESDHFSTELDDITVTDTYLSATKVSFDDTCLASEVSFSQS
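Fluo-8-loaded TRHR cells; 10 s baseline, compound added, kinetic Ca2+ fluorescence read 1/s, agonist mode.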
TrxR1 substrate: qHTS Assay for Substrates of Mammalian Selenoprotein Thioredoxin Reductase 1 (TrxR1): qHTS | Thioredoxin reductase 1, cytoplasmic (Rattus norvegicus), O89049 | purified TrxR1 substrate turnover, NADPH consumption readout | Potency, µM (doses to about 114 µM), for the others: top-dose activity change, negative = substrate turnover | actives 0.01% (n = 390,000) | AID 588456, 2011; also: potency is read from the fitted curve at half-maximal effect; % is scaled to controls: 0 for no effect and ±100 for the full control effect; nearly all actives have a fitted effect of over 50% in size
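Rat TrxR1, dispensed at 90 nM, was prereduced with 400 uM NADPH (final) for 5 min at ~22 deg C, then incubated with compound 15 min before 400 uM selenite. A first-read NADPH fluorescence drop versus no-compound background flagged substrates.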
IDH1 R132H inh: qHTS for Inhibitors of mutant isocitrate dehydrogenase 1 (IDH1): qHTS; Isocitrate dehydrogenase [NADP] cytoplasmic (Homo sapiens), O75874; IDH1-R132H enzyme, NADPH consumption, diaphorase/resazurin fluorescence; Potency, µM (series often up to 76.6 µM), for inactives: at the highest dose activity change, negative = inhibition, most hits filed as inhibitors; actives 0.093% (n = 390,000); also: potency is read from the fitted curve at half-maximal effect; % is scaled to controls: 0 for no effect and ±100 for the full control effect; nearly all actives have a fitted effect of over 65% in size
Target sequence (O75874 whole entry R132H, stated change not applied): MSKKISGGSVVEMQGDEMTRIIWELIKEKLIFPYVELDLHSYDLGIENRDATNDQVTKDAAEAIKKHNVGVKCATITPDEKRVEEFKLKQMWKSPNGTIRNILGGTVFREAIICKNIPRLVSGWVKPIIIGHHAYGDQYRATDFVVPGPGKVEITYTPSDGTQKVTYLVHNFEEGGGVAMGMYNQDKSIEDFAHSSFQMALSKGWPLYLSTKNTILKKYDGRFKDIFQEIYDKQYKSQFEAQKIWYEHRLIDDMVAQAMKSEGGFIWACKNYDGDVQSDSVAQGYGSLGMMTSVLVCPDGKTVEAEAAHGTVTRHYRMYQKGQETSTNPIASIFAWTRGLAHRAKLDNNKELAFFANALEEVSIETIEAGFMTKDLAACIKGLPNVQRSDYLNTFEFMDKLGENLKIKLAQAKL
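IDH1-R132H (0.5 ug/mL dispensed) in pH 7.5 Tris buffer was preincubated 30 min with compound, then given a substrate mix of 0.016 mM NADPH and 2 mM alpha-KG for 80 min at room temperature; remaining NADPH was read by diaphorase/resazurin fluorescence.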
TRHR enhancer: qHTS for Small Molecule Agonists and Allosteric Enhancers of Human TRH Receptor: Primary Screen for Enhancers; Thyrotropin-releasing hormone receptor (Homo sapiens), P34981; TRHR cells, fluo-8 calcium fluorescence, EC20 TRH enhancement; enhancement, % at 2 µM; actives 0.66% (n = 360,000); in the data active = enhancement above about 30%; also: 0% is about no effect
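Enhancer read-out: after compound pinning and an initial kinetic agonist-mode read, an EC20 of TRH (10 nM final) was injected and fluo-8 calcium signal (Ex 480/Em 530) followed at 1 s/cycle for 100 cycles in TRHR-expressing cells.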
USP1-UAF1 inh: Inhibitors of USP1/UAF1: Primary Screen | recombinant USP1/UAF1, Ub-Rhodamine cleavage fluorescence | Potency, µM (doses to about 57.1 µM), without a hit: at the highest dose activity change, negative = inhibition, usual class: inhibitors | actives 0.23% (n = 390,000); also: potency is read from the fitted curve at half-maximal effect; % is scaled to controls: 0 for no effect and ±100 for the full control effect; nearly all actives have a fitted effect of over 60% in size; inactives centre near -12
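USP1/UAF1 complex (1 nM) preincubated 15 min at room temperature with compound, then Ub-Rho substrate (150 nM final) added. Kinetic fluorescence at 480/540 nm over 6 reads at 60 s intervals; 50 mM HEPES pH 7.8, 0.5 mM EDTA, 0.1 mg/ml BSA, 1 mM TCEP, 0.01% Tween-20.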
Starred values were filed as active, the others as inactive; u = inconclusive; x = not tested or not shown; & = joins results of further samples; [ ] = remark or other dose. Unless noted, calls follow the shape of the dose curve; as a rule, active = well fitted inhibition curve with a large enough effect; inconclusive = small, poorly fitted or top-dose-only effect; inactive = no such curve, though single readings can be large or run the other way.

Results follow in this order: IDH1 R132H inh	TrxR1 inh	USP1-UAF1 inh	PI4K2A block	D2 antagonist	TRHR ag	TRHR enhancer	TrxR1 substrate	D2 ag
1. Cc1nc2nc(C)n(CCN3CCOCC3)c(=O)c2c(-c2cccc([N+](=O)[O-])c2)c1C(=O)CCCCCCCCCCN1CCC(c2ccccc2)(c2ccccc2)CC1
    -5%	12%[11.4 µM]	-25%	-7	x	x	x	12%[57.1 µM]	x
2. Cc1onc(-c2ccncc2)c1C(=O)O
    -5%	8%	-11%	-5	-13	0.2	20	2%	-0.3
3. COc1ccc(CNc2nc3nc4c(c(=O)n3[nH]2)CCC4)cc1
    8%	18%[57.1 µM]	-17%	2	8	-0.1	1	1%[57.1 µM]	0.0
4. CC1Cc2ccccc2N1S(=O)(=O)c1cccc(C(=O)N2Cc3ccccc3CC2C(N)=O)c1 (centres undefined)
    -3%	-8%	u	-4	0	-0.9	0	-11%	0.0
5. COc1ccc(NC(=O)CN2CCN(CC(=O)Nc3ccccc3F)CC2)c(OC)c1
    6%&20%	12%&13%[57.1 µM]	-20%&-13%	0&0	6	-0.2&-0.5	1&3	-8%&-3%[57.1 µM]	0.5&0.1
6. CCN1CCN(c2ccc(NC(=O)COc3ccc(Cl)cc3C)cc2)CC1
    -1%	33%	-15%	-4	x	x	x	0%	x
7. Cc1cc(NCCN2CCOCC2)n2ncc(-c3ccccc3)c2n1
    8%	22%[57.1 µM]	-9%	-5	-8	-0.1	0	11%[57.1 µM]	0.3
8. O=C(NCCc1ccccc1)C1CCN(S(=O)(=O)N2CCCC2)CC1
    11%	13%	-15%	3	-18	0.7	10	9%	-1.5
9. O=C(N/N=C/c1cc(Br)ccc1O)Nc1ccccc1
    8%	3%[57.1 µM]	-6%	3	8	0.7	-1	7%[57.1 µM]	-0.4
10. CC(=O)c1ccc(NC(=O)c2cc(-c3ccc(Cl)c(Cl)c3)on2)cc1
    -12%	16%	-6%	0	x	0.6	-4	6%	x
11. Cc1cccc(Nc2c([N+](=O)[O-])ccc3nonc23)c1C
    -6%	9%	-19%	3	2	-0.6	-2	4%	-0.2
12. O=C(CN1C(=O)COc2ccccc21)NCCc1ccc(Cl)cc1
    -8%	7%[57.1 µM]	-1%	-9	x	-0.2	-7	4%[57.1 µM]	0.5
13. COc1ccc(C(=O)Nc2ccc(-c3nnc4n3CCCCC4)cc2)cc1OC
    -11%	13%	-13%	-1	x	-0.3	4	-5%	-0.4
14. CCOC(=O)c1sc(NC(=S)NC(=O)CC(C)C)cc1C
    3%	-9%	-1%	5	-14	0.3	-11	-9%	-0.2
15. O=C(O)C1C2C=CC(O2)C1C(=O)Nc1ccccn1 (centres undefined)
    0%	29%	u	-13	x	x	x	51%[activator]	x
16. CCOc1ccc(S(=O)(=O)N2CCCCC2)cc1NC(=O)c1ccccc1
    4%	13%	-21%	-18	x	x	x	0%	x
17. CC(C)(C)c1ccc(C(=O)N2CCCC2c2cccs2)cc1 (centres undefined)
    9%	9%[57.1 µM]	-19%	-2	3	-0.4	1	6%[57.1 µM]	-0.5
18. COc1ccccc1-c1cc(C(=O)Nc2cccnc2Cl)no1
    0%	24%	-12%	0	4	-0.1	0	9%	5.8
19. FC(F)(F)c1nc(-c2cccs2)ncc1-c1nnnn1-c1ccc(Cl)cc1
    6%	31%	-13%	-1	2	1.7	-1	20%	1.2
20. COc1ccc(-c2cc(-c3nnc(COC(=O)C4CC4C)o3)c3ccccc3n2)cc1OC (centres undefined)
    3%	18%	-12%	-1	-5	1.0	-1	18%	6.7

A few values from the entries so far:
Entry of COc1ccc(C(=O)Nc2ccc(-c3nnc4n3CCCCC4)cc2)cc1OC under TrxR1 substrate: -5%
Entry of O=C(O)C1C2C=CC(O2)C1C(=O)Nc1ccccn1 (centres undefined) under IDH1 R132H inh: 0%

3 structures out of the list, ordered by length of the SMILES, rising.
Results follow in this order: IDH1 R132H inh	TrxR1 inh	USP1-UAF1 inh	PI4K2A block	D2 antagonist	TRHR ag	TRHR enhancer	TrxR1 substrate	D2 ag
14. CCOC(=O)c1sc(NC(=S)NC(=O)CC(C)C)cc1C
    3%	-9%	-1%	5	-14	0.3	-11	-9%	-0.2
3. COc1ccc(CNc2nc3nc4c(c(=O)n3[nH]2)CCC4)cc1
    8%	18%[57.1 µM]	-17%	2	8	-0.1	1	1%[57.1 µM]	0.0
20. COc1ccc(-c2cc(-c3nnc(COC(=O)C4CC4C)o3)c3ccccc3n2)cc1OC (centres undefined)
    3%	18%	-12%	-1	-5	1.0	-1	18%	6.7

Values in list order from the entries so far.
TrxR1 substrate, compounds 4 to 8 → -11%, -8%&-3%[57.1 µM], 0%, 11%[57.1 µM], 9%

Other results follow.
Results follow in this order: IDH1 R132H inh	TrxR1 inh	USP1-UAF1 inh	PI4K2A block	D2 antagonist	TRHR ag	TRHR enhancer	TrxR1 substrate	D2 ag
21. Cc1ccc2nc(-c3ccc(N4C(=O)CC(N5CCN(CCO)CC5)C4=O)cc3)sc2c1 (centres undefined)
    5%	-20%	-16%	-1	-3	0.7	-4	10%	2.3
22. CCCN1CCC(=O)N([C@H](CO)Cc2ccccc2)CC1
    16%	33%[57.1 µM]	-30%	-3	-2	0.2	-2	18%[57.1 µM]	-0.3
23. O=C(NC1CCCc2ccccc21)C1CCCC1 (centres undefined)
    -13%	-14%[11.4 µM]	1%	-2	-8	0.1	-5	-8%[11.4 µM]	1.2
24. COCCN(C(=O)c1csnn1)C(C(=O)NC1CCCC1)c1ccc(C)cc1 (centres undefined)
    -11%	13%	-8%	-3	-13	-0.2	2	2%	1.4
25. Cc1ccccc1N1CCN(C(=O)CCN2C(=O)c3ccccc3C2=O)CC1
    11%	-11%	-7%	-1	x	x	x	-6%	x
26. CCCCCNC(=O)CCc1ccccc1
    10%	-8%	-4%	3	3	0.0	-2	-10%	0.5
27. COc1cccc(-c2nc(CS(=O)CC(=O)O)c(C)o2)c1 (centres undefined)
    2%	-34%	-19%	-1	9	0.0	7	3%	0.9
28. O=C(CC1CCCCC1)Nc1ccccc1-c1ccccc1
    -4%	7%	-10%	0	9	1.7	20	2%	1.3
29. C/C(=N\NC(=O)c1ccccc1)c1ccc(C)c([N+](=O)[O-])c1
    -1%	4%	-22%	-1	-6	-0.4	-4	0%	-0.4
30. CCOc1ccc(C(=O)N2CCN(c3cccc(Cl)c3)CC2)cc1
    0%	19%	-11%	1	5	-0.7	3	-4%	-0.7
31. CCN(CC)CCNc1cc(C)nc2c1C(=O)C(=O)C=C2N1CCCCC1
    4%	-5%	-16%	0	9	-1.2	-2	-7%	-2.6
32. O=C(NC1CCN(Cc2ccccc2)C1)c1cc(COc2ccc(F)cc2F)on1 (centres undefined)
    6%	7%	-20%	3	x	-0.1	31*	1%	x
33. CC(=O)OCC(=O)Nc1ccc(SC(F)F)cc1
    2%	24%	-10%	-4	2	-1.0	-3	4%	-0.5
34. COc1ccc(-c2nn(-c3ccccc3)cc2C(=O)NC(=S)Nc2cc(Cl)ccc2Cl)cc1
    5%	22%	-16%	5	3	-1.8	4	1%	-0.6
35. O=C(O)c1cc(C(=O)C2CC2)c[nH]1
    2%	13%[11.4 µM]	-15%	-4	4	1.9	-3	6%[11.4 µM]	-0.1
36. Cc1cc2nc(-c3ccc(NC(=O)c4cc5ccccc5o4)cc3)oc2cc1C
    14%	10%	-13%	-1	x	0.4	-7	4%	0.3
37. CCN(CC)CCn1c2c(c(SCC(=O)Nc3nc4ccc(C)cc4s3)nc1=O)CCC2
    5%	12%	-23%	-2	18	-1.4	-1	0%	-0.4
38. COc1ccccc1C(=O)Nc1ccc(S(=O)(=O)N2CCOCC2)cc1
    12%	12%[57.1 µM]	-15%	6	-24	0.5	22	6%	0.4
39. CCOc1ccc(-n2cc(C(=O)c3cc(Cl)ccc3O)cc(C#N)c2=O)cc1
    1%	12%[57.1 µM]	-27%	-23	-7	5.4	17	6%[57.1 µM]	1.3
40. Cc1ccccc1NC(=O)Oc1cccc(OC(=O)c2ccccc2)c1
    10%	5%[57.1 µM]	-13%	-5	14	-0.7	-3	3%[57.1 µM]	0.5
41. CCN(CC(=O)Nc1c(F)cccc1F)C(=O)Cc1ccc2c(c1)CCC2
    7%	10%[57.1 µM]	-1%	-2	2	-0.6	-1	4%[57.1 µM]	0.4

Arranged by the number under PI4K2A block (falling): some entries from above
entry	compound	IDH1 R132H inh	TrxR1 inh	USP1-UAF1 inh	PI4K2A block	D2 antagonist	TRHR ag	TRHR enhancer	TrxR1 substrate
38	COc1ccccc1C(=O)Nc1ccc(S(=O)(=O)N2CCOCC2)cc1	12%	12%[57.1 µM]	-15%	6	-24	0.5	22	6%
23	O=C(NC1CCCc2ccccc21)C1CCCC1 (centres undefined)	-13%	-14%[11.4 µM]	1%	-2	-8	0.1	-5	-8%[11.4 µM]
35	O=C(O)c1cc(C(=O)C2CC2)c[nH]1	2%	13%[11.4 µM]	-15%	-4	4	1.9	-3	6%[11.4 µM]
